# thrombin 1536: inhibitors of human thrombin | inhibition, % at 5 µM | AID 1046 | alpha-thrombin, Boc-VPR-AMC fluorogenic substrate cleavage | P00734 | 0.26% of 220,000 active;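 active means inhibition at or above 40%; inactive means inhibition below 40%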;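 further: 0% = enzyme with no compound and 100% = wells without enzyme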
#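 Assay system: human alpha-thrombin enzyme. Reagent: Boc-VPR-AMC substrate, 15 µM final. Compound dosing: one concentration per compound, 5 µM, with 0.2% DMSO. Incubation: room-temperature reaction. Technique: AMC fluorescence, 355/460 nm. Measure: % inhibition relative to enzyme controls and enzyme-free blanks.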
# FXIIa inh 1536: blocks human coagulation factor XIIa protease activity. purified FXIIa, Boc-QGR-AMC fluorogenic substrate, 2 h. inhibition, % at 5 µM. 0.3% of 220,000 active. AID 800; in the data active means inhibition above about 40%;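 further: 0% = enzyme with no compound and 100% = blank without enzyme; many of its hits are not listed in these tables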
# FXIa inh 1536: factor XIa (human) inhibition. inhibition, % at 5 µM. P03951. 0.14% of 220,000 active. purified FXIa, Boc-Glu-Ala-Arg-AMC fluorogenic substrate;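 active means inhibition of at least 40%; inactive means inhibition below 40%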;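 further: fluorescence of freed AMC excited at 355 nm; 0% = enzyme without compound and 100% = no enzyme blank; many of its hits are not listed in these tables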
# PERK inh: blocks human PERK kinase. Q9NZJ5. CHO PERK-DD fusion, SEAP luminescence translation reporter. inhibition, % at 5.6 µM. 0.17% of 220,000 active;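 active means inhibition above the mean inhibition of all tested compounds plus 3 SD, set separately per screening campaign, cut at about 2.9% in these data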;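 further: PERK kinase domain activated by AP20187 dimerizer at 100 nM; 0% = DMSO with dimerizer and 100% = rapamycin at 8.4 µM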
# p97 inhibitor: human p97 ATPase inhibition | 0.42% of 220,000 active | P55072 | AID 1481 | inhibition, % at 8 µM | recombinant p97 ATPase, Kinase-Glo ATP luminescence, 3 h; in the data active means inhibition above about 15%;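 further: 0% = DMSO vehicle and 100% = wells lacking enzyme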
# hK5 inh: inhibitors of human kallikrein 5. inhibition, % at 5 µM. Q9Y337. recombinant hK5, fluorogenic AMC substrate cleavage. AID 873. 0.59% of 210,000 active;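 active means inhibition of 40% or more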;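 further: 0% = enzyme controls without compound and 100% = no-enzyme blanks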
# Target sequence (Q9Y337 67-293 limits assumed): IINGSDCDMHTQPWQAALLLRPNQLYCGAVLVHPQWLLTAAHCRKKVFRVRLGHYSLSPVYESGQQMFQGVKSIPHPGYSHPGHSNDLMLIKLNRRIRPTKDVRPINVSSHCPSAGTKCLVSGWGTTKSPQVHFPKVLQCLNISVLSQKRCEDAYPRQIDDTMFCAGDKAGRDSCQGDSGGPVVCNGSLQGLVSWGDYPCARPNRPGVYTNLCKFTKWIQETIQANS
# Wee1 stabilizer: inhibitors of human Wee1 degradation; P30291; HeLa Luc-Wee1K328M stability, luciferase luminescence; 100% = proteasome inhibitor MG132 effect; reporter increase, % at 5 µM; 1.2% of 220,000 active; AID 1321;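 active means activation above the mean of all tested compounds plus 3 SD, set per screening run, cut at about 8.8% in these data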;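 further: cells exposed to compound for 20 h before luminescence read; 0% = DMSO alone and 100% = MG132 at 30 µM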
# Target sequence (P30291 whole entry K328M): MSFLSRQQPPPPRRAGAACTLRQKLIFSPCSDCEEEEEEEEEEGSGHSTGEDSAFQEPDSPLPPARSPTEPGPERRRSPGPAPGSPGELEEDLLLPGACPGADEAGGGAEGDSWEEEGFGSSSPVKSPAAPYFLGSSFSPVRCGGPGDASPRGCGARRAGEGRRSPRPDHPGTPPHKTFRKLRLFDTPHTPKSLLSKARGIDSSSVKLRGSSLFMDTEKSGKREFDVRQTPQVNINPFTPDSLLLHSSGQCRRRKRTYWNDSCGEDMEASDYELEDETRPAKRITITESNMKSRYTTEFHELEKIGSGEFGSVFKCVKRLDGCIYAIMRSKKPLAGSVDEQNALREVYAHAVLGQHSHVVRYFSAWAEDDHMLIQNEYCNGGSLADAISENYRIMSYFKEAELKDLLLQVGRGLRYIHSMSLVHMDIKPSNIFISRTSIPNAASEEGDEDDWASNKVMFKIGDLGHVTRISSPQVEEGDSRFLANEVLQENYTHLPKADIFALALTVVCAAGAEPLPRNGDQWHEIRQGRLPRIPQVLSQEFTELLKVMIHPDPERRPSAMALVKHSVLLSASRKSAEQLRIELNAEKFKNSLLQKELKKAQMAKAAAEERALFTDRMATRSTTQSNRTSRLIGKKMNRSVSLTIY
# KCC2 mod: KCC2 (human) Cl- transport modulation; KCC2 cells, thallium flux FluoZin-2 fluorescence; B-score of Tl+ flux slope (higher = more flux/activation; lower = inhibition) at 10 µM; 2.2% of 190,000 active; Q9H2X9; AID 1456;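 active means thallium flux slope and its plate-corrected score both differing from the plate sample mean at a set confidence after two filtering rounds, in either direction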;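 further: slope of fluorescence scaled to starting intensity during 10 to 20 s after thallium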
# Furin inhibitor: inhibitors of human furin; P09958; purified furin, fluorogenic substrate cleavage; inhibition, % at 30 µM; 0.061% of 220,000 active; in the data active means inhibition above about 25%; further: inactives centre near -15
# The depositor's hits bear a star; . = not tested or not shown; [ ] = another dose, or the depositor's remark.
thrombin 1536	FXIIa inh 1536	FXIa inh 1536	PERK inh	p97 inhibitor	hK5 inh	Wee1 stabilizer	KCC2 mod	Furin inhibitor	Molecule
-1.2	12.2	6.2	1.1	4.6	11.9	3.1	0.507	-20.9	O=C1OC(Cc2ccccn2)C(O)=C1C1=NCCCCN1 (centres undefined)
3.7	21.9	7.7	0.1	-8.3	2.8	-0.7	0.661	-5.6[20 µM]	CC(=O)NC1(C(F)(F)F)C(=O)N(Cc2ccccc2)C2=C1C(=O)CC(C)(C)C2 (centres undefined)
-3.8	16.1	1.1	1.7	-12.0	3.5	3.2	1.03	-8.5	O=C(N/N=C/c1ccc(N2CCOCC2)cc1)c1ccccn1
-1.3	1.9	-5.2	1.1	0.2	-7.6	-0.5	0.356	-20.8[20 µM]	O=C(c1ccccc1)N1CCN(C2CCCCC2)CC1
-7.6	-3.5	-6.2	0.3	-8.7	-5.1	-2.8	-0.542	-11.4	CCOc1ccccc1/C=C/C(=O)c1ccc(Cl)cc1
-1.5	5.4	2.9	-0.4	-0.2	-0.9	-3.2	-0.0308	-24.4	COc1ccc(C(c2nnnn2C2CCCC2)N2CCC(C)CC2)cc1 (centres undefined)
-9.9	10.7	2.9	0.6	6.8	5.6	0.3	0.122	-17.8	Cc1ccc(NC(=S)Nc2cccc3cnccc23)c(C)c1
.	10.9	6.4	-0.1	5.2	-17.7	-2.3	-0.876	-7.4	O=C(Cn1nc2ccccc2n1)N/N=C/c1cc([N+](=O)[O-])ccc1O
-22.1	3.3	-11.2	0.4	2.2	-16.6	-1.7	-0.0241	-22.4	Cc1nnc2sc(SCC(=O)Nc3ccc(Cl)cc3)nn2c1=O
1.2	15.2	6.1	-0.7	0.8	-29.2	0.2	-0.588	-6.6[20 µM]	O=C(c1ccccc1)c1ccc(N2CCOCC2)c(NC(=O)c2ccco2)c1
-2.0	11.1	-0.8	0.8	2.8	-7.5	1.7	-0.0317	-22.1[20 µM]	COc1ccc(C(=O)OCC(=O)Nc2ccc(F)c(F)c2F)cc1OC
-5.5	8.3	0.1	1.2	0.6	3.9	-2.8	.	-22.8	O=C(C[n+]1ccccc1)N/N=C/c1ccc(O)cc1
0.5	15.4	7.9	0.7	5.9	-6.9	-0.5	-0.191	-33.6	Cc1ccc(NC(=O)c2c(C)nc3sc(C(=O)NC4CCCC4)c(N)c3c2-c2ccco2)c(C)c1
2.9	9.7	65.6*	-0.5	1.1	-67.9	-1.1	0.916	-30.4	CCCN(CCC)S(=O)(=O)c1ccc(C(=O)NNc2nc(-c3ccccc3)c3cc(Br)ccc3n2)cc1
-4.5	8.1	-0.7	1.2	5.2	4.0	0.8	0.0286	-20.7	CCc1nnc(NS(=O)(=O)c2ccc(NC(=S)NC(=O)c3cccnc3)cc2)s1
2.5	10.0	0.5	-0.4	-0.7	9.6	1.5	.	-28.1	Cc1cccc(NC(=S)NC(C)C(c2ccccc2)N2CCN(C)CC2)c1C (centres undefined)
1.1	13.0	2.1	0.8	0.6	-2.4	-0.7	-0.711	-29.0	Cc1ccc(S(=O)(=O)N(C)C)cc1NC(=O)c1cc(=O)[nH]c2ccccc12
-2.7	8.8	-0.2	0.4	-2.9	1.4	0.0	-0.07	-15.4	O=[N+]([O-])c1ccc(N2CCOCC2)cc1N1CCCCC1
-1.0	5.5	-1.8	1.3	3.2	-2.2	-1.1	-0.703	-22.4	CN(C)CCCN(Cc1cc2cc3c(cc2[nH]c1=O)OCCO3)C(=O)NC1CCCCC1
-0.1	12.7	23.1	-0.2	5.4	-0.7	-0.6	0.821	-23.5	COc1ccc(-n2c(SCC(=O)c3ccc[nH]3)nnc2-c2ccccc2)cc1

# Looked up above:
# In p97 inhibitor, `CCCN(CCC)S(=O)(=O)c1ccc(C(=O)NNc2nc(-c3ccccc3)c3cc(Br)ccc3n2)cc1` is listed with 1.1
# In thrombin 1536, `Cc1ccc(S(=O)(=O)N(C)C)cc1NC(=O)c1cc(=O)[nH]c2ccccc12` is listed with 1.1
# In p97 inhibitor, `Cc1ccc(NC(=O)c2c(C)nc3sc(C(=O)NC4CCCC4)c(N)c3c2-c2ccco2)c(C)c1` is listed with 5.9
# In KCC2 mod, `CN(C)CCCN(Cc1cc2cc3c(cc2[nH]c1=O)OCCO3)C(=O)NC1CCCCC1` is listed with -0.703
# In FXIa inh 1536, `O=[N+]([O-])c1ccc(N2CCOCC2)cc1N1CCCCC1` is listed with -0.2

# (listing goes on)
thrombin 1536	FXIIa inh 1536	FXIa inh 1536	PERK inh	p97 inhibitor	hK5 inh	Wee1 stabilizer	KCC2 mod	Furin inhibitor	Molecule
-3.3	6.5	-3.7	1.2	2.9	0.2	-4.4	0.262	-18.5	O=C(NCc1cccnc1)c1ccc(Br)s1
-4.7	8.4	-0.8	0.3	2.4	-5.3	3.0	-0.0451	-24.6	O=C(/C=C/c1ccccc1)NC1CCSC1=O (centres undefined)
-3.4	9.1	1.0	0.6	3.5	7.5	-3.6	-0.327	-25.0	COc1ccc(CCC(=O)Nc2nc(-c3ccncc3)cs2)cc1
.	.	.	0.7	4.3	.	-0.2	0.628	-0.1[20 µM]	O=C(Cc1cccs1)Nc1nnc(COc2ccccc2)s1
-8.8	1.7	4.8	0.5	-0.3	2.8	0.1	0.442	-6.2	CC(c1nnc(SCC(=O)Nc2ccc3[nH]c(=O)[nH]c3c2)n1Cc1ccccc1)N(C)C (centres undefined)
-3.9	-7.4	-5.7	-0.5	-7.8	-8.8	-0.4	-0.75	-7.6	Nc1nc(C23CC4CCC(CC(C4)C2)C3)cs1
-2.4	6.6	-1.1	1.4	-0.3	-0.4	-1.2	-0.855	-20.8	OCC1(CCOc2ccccc2)CCN(Cc2ccc3cccc(F)c3n2)CC1
.	.	.	-0.6	5.3	.	0.3	0.514	-17.8[20 µM]	c1cc2c3c(cccc3c1)C(N1CCN(C3=Nc4cccc5cccc3c45)CC1)=N2
-4.2	7.7	-5.7	1.0	2.8	-7.8	1.2	0.666	-16.1[20 µM]	COC(=O)C1CSc2[nH]c(=O)sc2C1c1ccc(O)c(OC)c1 (centres undefined)
0.2	19.3	2.3	0.3	-5.7	-3.4	0.2	-0.121	-7.4[20 µM]	Cc1ccc(N(CC(=O)N2CCOCC2)S(=O)(=O)c2ccccc2)cc1
4.5	4.0	1.1	2.1	2.4	4.9	1.9	.	-11.5[20 µM]	O=c1cc(CN2CCOCC2)nc(C2CC2)[nH]1
0.2	7.9	-6.9	-0.9	-0.9	-3.3	0.2	0.391	-7.0	C=CCNC(=O)CSc1nnc(-c2ccccn2)n1Cc1ccccc1
-1.7	13.6	3.6	0.6	3.7	0.5	0.4	0.33	-16.4	O=C(CN(Cc1ccco1)C(=O)c1cc(=O)[nH]c2ccccc12)Nc1ccccc1C(F)(F)F
-7.2	3.3	-4.2	0.0	-3.0	-1.4	2.6	0.0453	-23.2	O=c1[nH]c2ccsc2c(=O)n1CCO
4.1	14.9	5.4	-1.0	-1.7	-3.8	1.9	-0.988	-23.7[20 µM]	Cc1ccccc1C(=O)NCCSc1ccccc1
-1.6	2.0	-6.3	1.1	-1.2	-17.3	-0.4	-0.444	-17.4	O=C(CSc1nnc(NC(=O)Cc2ccccc2)s1)NCC1CCCO1 (centres undefined)
-11.5	4.4	-3.4	1.2	4.5	-3.3	-3.1	-0.379	-16.6	COc1ccc(CS(=O)c2nc(C)cc(C)c2S(C)(=O)=O)cc1 (centres undefined)
-5.4	3.5	3.2	-1.5	1.7	-16.5	-3.3	-1.36	-17.8[20 µM]	Cc1cc2nc(C3CCN(CC4COc5ccccc5O4)CC3)[nH]c2cc1C (centres undefined)
-3.1	-5.2	-2.5	-0.1	5.5	0.1	-2.8	.	-27.1[20 µM]	Cc1ccc(N(C(=O)c2csnn2)C(C(=O)NC(C)(C)C)c2ccncc2)cc1 (centres undefined)
-8.8	3.5	2.1	0.8	7.2	-21.6	-0.7	.	-10.6	COc1ccc(N2CCN(C(=O)CSc3nnc(-c4ccc5[nH]c(C)c(C)c5c4)o3)CC2)cc1

# Three successive entries out of the list so far, for reference:
thrombin 1536	FXIIa inh 1536	FXIa inh 1536	PERK inh	p97 inhibitor	hK5 inh	Wee1 stabilizer	KCC2 mod	Furin inhibitor	Molecule
4.5	4.0	1.1	2.1	2.4	4.9	1.9	.	-11.5[20 µM]	O=c1cc(CN2CCOCC2)nc(C2CC2)[nH]1
0.2	7.9	-6.9	-0.9	-0.9	-3.3	0.2	0.391	-7.0	C=CCNC(=O)CSc1nnc(-c2ccccn2)n1Cc1ccccc1
-1.7	13.6	3.6	0.6	3.7	0.5	0.4	0.33	-16.4	O=C(CN(Cc1ccco1)C(=O)c1cc(=O)[nH]c2ccccc12)Nc1ccccc1C(F)(F)F

# Additional results:
thrombin 1536	FXIIa inh 1536	FXIa inh 1536	PERK inh	p97 inhibitor	hK5 inh	Wee1 stabilizer	KCC2 mod	Furin inhibitor	Molecule
1.6	7.2	-2.9	0.4	-3.9	-20.0	-2.4	.	-14.1[20 µM]	Cc1[nH]c(=O)[nH]c(=O)c1/C=N/NC(=O)[C@H](CC(C)C)NC(=O)OC(C)(C)C
-5.5	4.9	-5.8	-0.1	5.1	-12.5	0.1	0.273	-8.8	Cc1ccc(O)c(-c2cc(C(=O)Nc3c(C)n(C)n(-c4ccccc4)c3=O)[nH]n2)c1
-2.5	-3.6	-9.2	0.7	3.7	-8.1	-2.6	.	-21.5	Cc1ccc(CNC(=O)c2ccc(CN3CCOCC3)cc2)cc1
-7.5	19.4	10.4	0.1	3.8	-3.2	-1.5	24.4*	-3.7	O=C1CN(C(=O)CSc2nc3cc(Cl)ccc3c(=O)n2Cc2ccccc2)c2ccccc2N1
-1.1	4.7	-0.7	0.6	-1.4	1.0	1.0	1.39	-18.4	O=C(C1=C[C@@H](C2CC2)C[C@@H](OCc2ccc(CO)cc2)O1)N1CCN(Cc2ccc3c(c2)OCO3)CC1
-9.6	2.0	-5.9	-0.3	-1.8	-14.5	-0.6	.	-9.8	O=C(COc1ccccc1)NC(NC(=S)Nc1ccccc1O)C(Cl)(Cl)Cl (centres undefined)
0.2	10.5	2.1	-1.4	2.7	-1.5	2.5	0.345	-7.1	COC(=O)c1[nH]c2ccccc2c1NC(=O)C(C)N1CC(C)OC(C)C1 (centres undefined)
-8.3	6.4	-4.8	-0.1	-4.8	-0.2	1.2	.	-16.5	COc1cc(NC(=O)c2cc3c(C)nc4ccccc4c3o2)cc(OC)c1OC
0.8	17.8	3.6	1.1	4.4	-3.8	2.4	-0.0241	-21.4[20 µM]	CS(=O)(=O)Nc1ccc(Br)cc1C(=O)c1ccccc1

# Five compounds out of the list above, arranged by the value under KCC2 mod, ascending:
thrombin 1536	FXIIa inh 1536	FXIa inh 1536	PERK inh	p97 inhibitor	hK5 inh	Wee1 stabilizer	KCC2 mod	Furin inhibitor	Molecule
0.8	17.8	3.6	1.1	4.4	-3.8	2.4	-0.0241	-21.4[20 µM]	CS(=O)(=O)Nc1ccc(Br)cc1C(=O)c1ccccc1
-5.5	4.9	-5.8	-0.1	5.1	-12.5	0.1	0.273	-8.8	Cc1ccc(O)c(-c2cc(C(=O)Nc3c(C)n(C)n(-c4ccccc4)c3=O)[nH]n2)c1
0.2	10.5	2.1	-1.4	2.7	-1.5	2.5	0.345	-7.1	COC(=O)c1[nH]c2ccccc2c1NC(=O)C(C)N1CC(C)OC(C)C1 (centres undefined)
-1.1	4.7	-0.7	0.6	-1.4	1.0	1.0	1.39	-18.4	O=C(C1=C[C@@H](C2CC2)C[C@@H](OCc2ccc(CO)cc2)O1)N1CCN(Cc2ccc3c(c2)OCO3)CC1
-7.5	19.4	10.4	0.1	3.8	-3.2	-1.5	24.4*	-3.7	O=C1CN(C(=O)CSc2nc3cc(Cl)ccc3c(=O)n2Cc2ccccc2)c2ccccc2N1

# Assay outcomes as filed in PubChem BioAssay.
